Screening results (PubChem BioAssay)
HTT ATP protect = qHTS Multiplex Assay to Identify Dual Action Probes in a Cell Model of Huntington: Cytoprotection (ATP); PC12 HTT-Q103 induced, cytoprotection, ATP luminescence, 40 h; Potency, µM (titrated, usually from 56.4 µM), inactives show cytoprotection (ATP increase), most hits filed as activators; 230,000 compounds, 0.14% hits;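 note: potency is the fitted concentration of half-maximal effect; % of control where 0% means no effect; nearly all actives have a fitted effect of over 45% in size; toxic huntingtin expression switched on by the ecdysone agonist tebufenozide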
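ATP quantification (ATPlite) reports survival of PC12 cells in which tebufenozide, 100 nM final, switches on Htt exon 1 with 103 glutamines linked to GFP; compounds are titrated.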
IMPase Li inh = qHTS Assay for Identifying the Cell-Membrane Permeable IMPase Inhibitors: Potentiation with Lithium; 210,000 compounds, 0.35% hits; Potency, µM (titrated, usually from 59.4 µM), inactives show top-dose activity, negative = IMPase inhibition, usual class: inhibitors; CHO-M1 cells, IP1 TR-FRET (IP-One), carbachol + lithium;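 note: IP1 builds up when IMPase is blocked and the TR-FRET signal falls; potency is the fitted concentration of half-maximal effect; plate controls were basal vehicle for no effect and high inhibitor control for full effect; nearly all actives have a fitted effect of over 50% in size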
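Steps: plate 2000 CHO-M1 cells per well and culture 16–30 h; add compound and lithium; incubate 30 min, 37C; add d2-IP1 tracer and Eu cryptate anti-IP1 antibody in lysis buffer; read after 10 min at room temperature.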
CBFb RUNX1 block = qHTS Assay for Compounds Blocking the Interaction Between CBF-beta and RUNX1 for the Treatment of Acute Myeloid Leukemia | Potency, µM (series often up to 59.8 µM), for inactives: at the top dose activity, negative = inhibition, most hits filed as inhibitors | AlphaScreen CBFb-His/RUNX1-biotin binding, biochemical | Runt-related transcription factor 1 (Homo sapiens) + Core-binding factor subunit beta … | AID 1477, 2009 | 230,000 tested, under 10 active; note: % of control where 0% means no effect
Target sequence (Q01196 whole entry, looked up): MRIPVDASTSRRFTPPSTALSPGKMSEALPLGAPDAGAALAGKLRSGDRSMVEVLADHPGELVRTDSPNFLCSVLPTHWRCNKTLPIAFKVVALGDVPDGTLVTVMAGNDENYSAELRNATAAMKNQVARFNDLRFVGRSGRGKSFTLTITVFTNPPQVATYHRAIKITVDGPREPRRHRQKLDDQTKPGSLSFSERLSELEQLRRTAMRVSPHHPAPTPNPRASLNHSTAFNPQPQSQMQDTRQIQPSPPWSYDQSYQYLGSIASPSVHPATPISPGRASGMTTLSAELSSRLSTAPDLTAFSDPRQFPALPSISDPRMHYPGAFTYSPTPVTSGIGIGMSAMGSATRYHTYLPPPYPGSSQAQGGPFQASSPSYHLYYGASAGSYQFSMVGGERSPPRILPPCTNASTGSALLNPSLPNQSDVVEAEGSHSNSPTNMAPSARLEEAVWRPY
Target sequence (Q13951 whole entry, looked up): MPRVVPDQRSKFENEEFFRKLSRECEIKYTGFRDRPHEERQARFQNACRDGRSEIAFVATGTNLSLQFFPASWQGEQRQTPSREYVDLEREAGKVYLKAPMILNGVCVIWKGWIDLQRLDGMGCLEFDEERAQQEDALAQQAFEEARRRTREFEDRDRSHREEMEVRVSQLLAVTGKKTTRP
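CBFb-His/RUNX1-biotin, 30 nM each, preincubated 20 min RT; compound 15 min RT; Ni + streptavidin beads 50 ng each, 90 min RT; AlphaScreen read.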
SMN2 splice up = qHTS Assay for Enhancers of SMN2 Splice Variant Expression | HEK293 SMN2-luciferase splicing reporter, luminescence, 30-36 h | Potency, µM (doses to about 46.1 µM), for the others: top-dose activity change, positive = activation, most hits filed as activators | 210,000 compounds, 2.8% hits | AID 1458, 2008; note: potency is the fitted concentration of half-maximal effect; % of control where 0% means no effect; nearly all actives have a fitted effect of over 55% in size
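HEK293 cells carry an SMN2 […]–luciferase reporter in which exon 7 inclusion puts luciferase in frame. Cells were plated 10-12 h before compound addition, then incubated 30-36 h at 37C. ONE-Glo luminescence was read; sodium butyrate at 4.5 mM final served as control.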
KinaseGlo FLuc = Counterscreen for Luciferase (Kinase-Glo TM) Inhibition; Kinase-Glo luciferase, ATP luminescence, 8 min; Luciferin 4-monooxygenase (Photuris pensylvanica), Q27757; AID 1379, 2008; Potency, µM (top dose mostly 38.3 µM), for inactives: top-dose activity change, negative = inhibition, most hits filed as inhibitors; 200,000 compounds, 0.28% hits; note: potency is the fitted concentration of half-maximal effect; % is set by controls: 0 for no effect and ±100 for the full control effect; nearly all actives have a fitted effect of over 60% in size
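Kinase-Glo luciferase light output from ATP and luciferin was measured with 10 uM ATP, within the enzyme's linear range. Buffer: 50 mM imidazole pH 7.2, 50 mM KCl, 7 mM MgCl2, 0.01% Tween 20, 0.05% BSA; luminescence read after 8 min at ambient temperature.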
HTT aggregate = qHTS Multiplex Assay to Identify Dual Action Probes in a Cell Model of Huntington: Aggregate Formation (GFP); PC12 HttQ103-GFP aggregates, Acumen cytometry, 40 h; Potency, µM (series often up to 46.1 µM), for the others: at the top dose activity change, negative = inhibition, most hits filed as inhibitors; 220,000 compounds, 1.1% hits; note: potency is the fitted concentration of half-maximal effect; % is set by controls: 0 for no effect and ±100 for the full control effect; nearly all actives have a fitted effect of over 60% in size
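Using laser scanning cytometry, GFP-positive aggregates were counted after lysis of PC12 cells induced with 100 nM tebufenozide to express HTT exon 1 Q103–GFP. Compounds were tested in titration.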
Lamin A splicing = qHTS Assay for Modulators of Lamin A Splicing. HeLa LMNA splicing GFP/RFP minigene ratio, 48 h. Potency, µM (top dose mostly 46.1 µM), for inactives: at the top dose ratio change, negative = inhibition, most hits filed as inhibitors. 200,000 compounds, 0.01% hits. AID 1487, 2009; active = well fitted inhibition curve with a large enough effect in the signal ratio, with a control signal flat, not every such curve was filed as active; inconclusive = small, poorly fitted or top-dose-only effect, or effect the other way, or a change in a side signal; the % refers to the signal ratio; note: potency is the fitted concentration of half-maximal effect; % is set by controls: 0 for no effect and ±100 for the full control effect
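Read-out is the ratio of GFP to DsRed2 object intensity, acquired by 488 nm laser-scanning cytometry on HeLa lamin A-EGFP minigene reporter cells. Compound incubation 48 hrs at 37 °C in Opti-MEM with 2% FBS; DMSO 0.5% final.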
* hit, by the source's call; ? = inconclusive; · = not tested or not shown; & = joins results of further samples; [ ] = another dose, or the depositor's remark. Unless noted, calls come from the whole dose curve; as a rule, active = well fitted curve in the direction sought with a large enough effect; inconclusive = small, poorly fitted or top-dose-only effect, or another doubt; inactive = no such curve, though single readings can be large; an effect the other way counts as inactive or inconclusive.

SMILES	HTT ATP protect	IMPase Li inh	CBFb RUNX1 block	SMN2 splice up	KinaseGlo FLuc	HTT aggregate	Lamin A splicing
Cc1c(C(=O)NCCCN2CCOCC2)sc2nc(-c3ccc(F)cc3)cn12	-6%[10 µM]	7%	-3%	-10%	-2%	3%	-2%
O=C(Nc1ccccc1)C1=C(N2CCOCC2)/C(=C/c2cccnc2)CC1	-5%[4.97 µM]	15%[38.3 µM]	-2%	-6%	-2%	?	-2%
COc1ccc(C(=O)N2CCC3(CCCN(Cc4nccs4)C3)CC2)cc1	-41%[inhibitor]	18%	·	-8%	-4%	·	·
COCCn1c(N/N=C(C)/C=C/c2ccccc2)nc2c1c(=O)[nH]c(=O)n2C	17%[10 µM]	8%	7%	·	-1%	24%[9.22 µM]	-5%[46 µM]
Nc1c2c(nc3ccccc13)CCCC2	?	22%&24%&-1%&15%&23%&15%&25%&18%	4%	-24%	-9%	22%&9%	?
COc1cccc(C(C(=O)NC(C)(C)C)N(C(=O)CCC(=O)Nc2cc(C)on2)C(C)(C)C)c1OC (configuration not stated)	9%[10 µM]	0%	21%	-13%	-3%	2%	-12%
COc1ccc(C(=O)C[n+]2ccc(C)cc2)cc1	-14%[10 µM]	3%	-4%	-36%	-4%	8%	-7%
COCCNC(=O)C(C)OC(=O)C1=Cc2ccccc2OC1 (configuration not stated)	12%[10 µM]	0%	-1%	·	1%	13%[9.22 µM]	?
CC(=O)Oc1cccc(/C=C2\C=C(c3ccc(C)cc3)OC2=O)c1	-28%	4%	14%	-3%	0%	2%[9.22 µM]	11%[46 µM]
CC(=O)Nc1ccc(S(=O)(=O)Nc2ccc(=O)n(Cc3ccc(Cl)c(Cl)c3)c2)cc1	6%	-14%	-5%	4%	0%	-7%	23%[9.22 µM]
COC(=O)[C@H](CCSC)NC(=O)Nc1cc(OC)cc(OC)c1	18%[10 µM]	·	-10%	·	·	0%[9.22 µM]	·
C=CCSc1nc2ccccc2c2nc(-c3ccccc3)nn12	-20%	·	6%	·	·	?	2%
Cc1ccc(NC(=O)C2CCCN2C(=O)NC2CCCCC2)cc1 (configuration not stated)	3%[10 µM]	-2%	5%	·	-2%	-1%[9.22 µM]	·
Cc1ccc(-n2ncc(C#N)c2/N=C/N2CCN(C)CC2)cc1	-7%	39%[activator][38.3 µM]	-2%	4%	-2%	-17%	13%
CC(NC(=O)Nc1nnc(C(F)(F)F)s1)N1C(=O)C2C3C=CC(C3)C2C1=O (configuration not stated)	16%[1.9 µM]	6%	5%	-15%	-2%	-9%	3%
CC(=O)CSc1nc(N(C)C)nc(N(C)C)n1	-27%	-1%	3%	21%	2%	7%	?
CSc1nc(-c2ccco2)nn1S(=O)(=O)c1ccccc1	-9%[0.074 µM]	25%[38.3 µM]	8%	34%	4%	-1%	5%
Cc1sc(NC(=O)CSc2nnnn2C2CCCCC2)c(C#N)c1C	-70%[inhibitor]	·	-1%	·	·	?	6%
COC(c1ccccc1)c1nnc(CCC(=O)NCCC(C)C)o1 (configuration not stated)	-8%[10 µM]	-7%	4%	·	0%	-10%[9.22 µM]	1%[46 µM]
CCOc1ccc2c(C)c(Cl)c(=O)oc2c1	15%[10 µM]	13%[38.3 µM]	3%	1%	-4%	-11%	10%
N#Cc1nc(-c2ccccc2)oc1NCC1CCCO1 (configuration not stated)	2%[0.074 µM]	0%	4%	-3%	-3%	8%	-3%
Cc1cccc(N(Cc2cc(=O)[nH]c3ccccc23)C(=O)C(C)C)c1	17%[10 µM]	·	-1%	·	·	-6%[9.22 µM]	·
Cc1cccc(C)c1Nc1nnc(SCc2nc3ccccc3c(=O)[nH]2)s1	·	0%	-12%	-9%	-2%	-24%	-7%
COC(=O)COc1ccc(S(=O)(=O)NCCC2=CCCCC2)cc1	-12%[10 µM]	17%[38.3 µM]	10%	-2%	3%	-9%	-10%
COC(=O)c1n[nH]n(-c2cc(Cl)cc(Cl)c2)c1=O	9%[10 µM]	·	0%	·	·	-8%[9.22 µM]	·

Next part:
SMILES	HTT ATP protect	IMPase Li inh	CBFb RUNX1 block	SMN2 splice up	KinaseGlo FLuc	HTT aggregate	Lamin A splicing
CCOc1ccc(CC2CC(=O)NC2=O)cc1 (configuration not stated)	4%	-21%[38.3 µM]	4%	16%	-5%	1%[9.22 µM]	1%
CS(=O)(=O)N1CCC2(CC1)CN(Cc1nccs1)C2	16%	3%	·	-7%	1%	·	·
O=C(CCl)Nc1cc(-c2ccccc2)nn1-c1ccccc1	-30%	28%[38.3 µM]	-9%	-9%	-6%	8%	?
O=C(NCc1cccnc1)c1cccc(NC(=O)c2ccco2)c1	-18%[0.074 µM]	17%	-3%	-1%	-1%	-22%	?
CCOCCCNC(=O)c1ccc2c(=O)n(CCCOCC)c(=S)[nH]c2c1	-48%[inhibitor]	-5%	-2%	-33%[inhibitor]	-1%	-6%	·
O=C(CN1CCCCCC1)NCc1ccccc1	7%[10 µM]	5%	0%	2%	-1%	7%	·
CCn1c(SCC(=O)Nc2oc(-c3ccccc3)c(-c3ccccc3)c2C#N)nnc1-c1ccco1	2%[0.074 µM]	4%	-17%	-37%[inhibitor]	3%	1%	-4%
O=C(O)C(c1ccccc1)N1C(=O)/C(=C/c2cccs2)SC1=S (configuration not stated)	-3%[10 µM]	·	-29%	·	·	0%[9.22 µM]	·
COc1ccc(N2C(=O)CC(N(CCc3ccccc3)C(=O)c3ccccc3)C2=O)cc1 (configuration not stated)	-6%[10 µM]	·	7%	·	·	-6%[9.22 µM]	·
Oc1ccc(C=NC2CCCCC2)c(O)c1	5%[10 µM]	9%	8%	·	-1%	-16%[9.22 µM]	·
CCCn1c(N)c(C(=O)CSc2nc(C)cs2)c(=O)[nH]c1=O	4%	17%[38.3 µM]	3%	20%	-5%	-14%	-13%
O=C(Nc1ccccc1NC(=O)c1csnn1)c1csnn1	-11%[10 µM]	-1%	-3%	·	0%	1%[9.22 µM]	·
O=c1cnn(-c2ccccc2)c(-c2ccccc2)c1	-25%	-6%[38.3 µM]	13%	-8%	-2%	?	?
C#CCOCCOCCOCCNc1nc(N2CCN(C(=O)[C@H]([C@@H](C)CC)n3cc([C@@H](N)CO)nn3)CC2)nc(N2CCN(C(=O)[C@H]([C@@H](C)CC)n3cc([C@@H](N)CC(C)C)nn3)CC2)n1	10%[10 µM]	1%	-7%	·	·	1%[9.22 µM]	·
Cc1ccc(-n2[nH]c(C)c(C=Nc3ccc(S(=O)(=O)Nc4nc(C)cc(C)n4)cc3)c2=O)c(C)c1	17%[10 µM]	1%	-22%	-8%	2%	-16%	-11%
CS(=O)(=O)N(CC(=O)Nc1cccc([N+](=O)[O-])c1)c1ccccc1F	-30%	1%	-1%	-10%	1%	14%	12%[46 µM]
COc1ccc(-c2nc(C#N)c(NCc3ccccc3Cl)o2)cc1OC	-33%	13%[38.3 µM]	-3%	1%	-2%	-1%	5%
CC(C)CN(C(=O)COC(=O)CCN1C(=O)c2ccccc2C1=O)C1CCS(=O)(=O)C1 (configuration not stated)	5%	-3%[38.3 µM]	13%	-5%	-5%	13%	-2%
Cc1cccc(NC(=S)N(Cc2ccco2)C(C)c2cccs2)c1 (configuration not stated)	-17%	8%	-6%	-18%	-1%	-15%	·
Cc1ccc(S(=O)(=O)c2c(C)cc(C)nc2N2CCCCC2)cc1	-31%[1.9 µM]	16%	10%	-21%	1%	8%[9.22 µM]	-3%[46 µM]
CCOC(=O)CSC1=C(C#N)C(C)C2=C(CCCC2=O)N1 (configuration not stated)	-17%[10 µM]	-8%[38.3 µM]	2%	-7%	0%	4%	3%
O=C(CSC1=NCCS1)NC1CCCCC1	18%[0.074 µM]	-8%[38.3 µM]	-4%	0%	9%	17%	10%
COc1ccc(C2c3[nH]c4ccccc4c3CCN2CCCn2cccn2)c(C)c1C (configuration not stated)	-6%[10 µM]	7%	-22%	·	-2%	-7%[9.22 µM]	·
Cc1cc(C)nc(Nc2n[nH]c(-c3ccccc3Br)n2)n1	-109%[inhibitor][0.074 µM]	23%[38.3 µM]	-3%	81%	-18%	18%	-1%
O=C(Cn1c(-c2ccccc2)c[n+]2ccsc12)c1ccc(Br)cc1	-1%[10 µM]	24%	5%	-6%	1%	-21%	?

One compound at a time (already shown). Order of values: HTT ATP protect, IMPase Li inh, CBFb RUNX1 block, SMN2 splice up, KinaseGlo FLuc, HTT aggregate, Lamin A splicing
`Cc1cc(C)nc(Nc2n[nH]c(-c3ccccc3Br)n2)n1` as listed: -109%[inhibitor][0.074 µM], 23%[38.3 µM], -3%, 81%, -18%, 18%, -1%
`O=c1cnn(-c2ccccc2)c(-c2ccccc2)c1` as listed: -25%, -6%[38.3 µM], 13%, -8%, -2%, ?, ?
`O=C(O)C(c1ccccc1)N1C(=O)/C(=C/c2cccs2)SC1=S` (configuration not stated) as listed: -3%[10 µM], ·, -29%, ·, ·, 0%[9.22 µM], ·

(next part)
SMILES	HTT ATP protect	IMPase Li inh	CBFb RUNX1 block	SMN2 splice up	KinaseGlo FLuc	HTT aggregate	Lamin A splicing
CS(=O)(=O)N1CCN(C(=O)c2ccc(-c3ccccc3)cc2)CC1	-2%	23%[38.3 µM]	?	-15%	0%	-1%	-2%
COc1ccc(S(=O)(=O)n2nc(OC(=O)c3cccs3)cc2NC(=O)c2cccs2)cc1	22%[10 µM]	-3%	2%	·	·	19%[9.22 µM]	·
CC(C)(C)c1ccc(C(=O)NCCC(=O)NCc2ccco2)cc1	-8%[0.074 µM]	8%[38.3 µM]	-10%	-7%	-1%	?	?
Cc1cc(C)n(-c2nc(N(C)C)nc(N(C)C)n2)n1	-1%[10 µM]	-3%	6%	-11%	-1%	-8%	-6%
CCCN(CC(=O)Nc1ccc(C(C)=O)cc1)CC(=O)Nc1ccccc1C	10%[10 µM]	8%	-1%	-3%	0%	-10%	-5%[46 µM]
C=CCNC(=O)C1CCN(C(=O)c2ccc(-c3ccccc3)cc2)CC1	-3%[10 µM]	1%	1%	·	1%	-1%[9.22 µM]	17%[46 µM]
CC(=O)N1CCC[C@@]2(CCN(c3ncccn3)C2)C1	-12%	4%	·	-2%	2%	·	·
